FEN1 inh: human FEN1 inhibition. P39748. Recombinant FEN1 flap cleavage, fluorescence, 15 min. Potency, µM (series often up to 114 µM), for inactives: at the highest dose activity change, negative = inhibition, usual class: inhibitors. 390,000 compounds, 0.35% hits; further: nearly all actives have a fitted effect of over 65% in size
Target sequence (P39748 whole entry, looked up): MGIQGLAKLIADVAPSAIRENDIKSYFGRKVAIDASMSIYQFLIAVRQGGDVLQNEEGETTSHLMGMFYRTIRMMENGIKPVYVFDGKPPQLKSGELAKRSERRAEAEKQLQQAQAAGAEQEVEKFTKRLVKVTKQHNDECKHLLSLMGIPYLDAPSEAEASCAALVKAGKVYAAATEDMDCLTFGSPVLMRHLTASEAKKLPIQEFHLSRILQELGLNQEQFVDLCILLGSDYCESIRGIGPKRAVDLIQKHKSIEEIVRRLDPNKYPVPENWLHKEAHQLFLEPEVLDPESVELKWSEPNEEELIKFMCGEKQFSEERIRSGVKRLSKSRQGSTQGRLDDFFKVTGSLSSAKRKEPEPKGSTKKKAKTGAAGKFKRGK
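With each library titrated from low to high concentration, compounds met 10 nM FEN1 for 15 min at room temperature before 50 nM substrate was added; readings at 0 and 15 min fed four-parameter Hill curve fits.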
TDP1 cell CPT: growth inhibition of DT40 Tdp1-/-;hTDP1 cells with camptothecin (screen for TDP1 inhibitors); Potency, µM (doses to about 46.2 µM), for inactives: at the top dose activity change, negative = growth inhibition, usual class: inhibitors; AID 686979; chicken DT40 Tdp1-/-;hTDP1 cells + 20 nM CPT, ATP luminescence, 48 h; 420,000 compounds, 12% hits; further: nearly all actives have a fitted effect of over 55% in size
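Chicken DT40 Tdp1-/- cells complemented with human TDP1, 400 cells/well, exposed to compounds plus 20 nM camptothecin for at least 48 h at 37 C; viability read as ATP content by CellTiter-Glo luminescence.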
N370S GC: inhibits or activates N370S mutant glucocerebrosidase; P04062; N370S GC spleen homogenate, 4MU-glucoside fluorescence; Potency, µM (top dose mostly 59.4 µM), for inactives: at the top dose activity change, negative = inhibition, usual class: inhibitors; 330,000 compounds, 0.092% hits; AID 2101;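 further: 0% = full enzyme activity and -100% = no enzyme basal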
Active calls of the source: *; ? = inconclusive; nt = not tested or not shown; & = joins results of further samples; [ ] = another dose, or the depositor's remark. The call rests on the fitted dose curve; in most records, active means well fitted curve in the direction sought with a large enough effect; inconclusive means small, poorly fitted or top-dose-only effect, or another doubt; inactive means no such curve, though single readings can be large; an effect the other way counts as inactive or inconclusive. Unless noted, on the % scale 0 is the no-effect control and ±100 the full control effect; potency means the concentration at half of the fitted maximal effect.

SMILES	FEN1 inh	TDP1 cell CPT	N370S GC
COc1cccc(NS(=O)(=O)NC(=O)c2cn(C)c3ccccc23)c1	-9%	-3%	4%
O=C(Nc1ccnn1C1CCN(C(=O)c2ccc(F)c(Cl)c2)CC1)C1CC1	23%	-3%	-21%
CCc1cc(C(=O)NN2C(=O)NC3(CCCCC3)C2=O)sc1C	1%	-22%	nt
Cc1noc(C)c1S(=O)(=O)N1CCN(c2ccccc2Cl)CC1	9%	-25%	-5%
C#CC[N+](C)(C)CCCCCCCC	1%	?	5%
Cc1sc(NC(=O)CSc2ncn(-c3ccccc3)n2)nc1-c1ccccc1	-2%	?	?
CCOc1ccccc1NC(=O)CN(C)S(=O)(=O)c1ccc2nc(C)sc2c1	-16%	-6%	nt
CN(C)S(=O)(=O)c1ccc(C(=O)NCC(C)(C)CN=C2NS(=O)(=O)c3ccccc32)cc1	2%	-8%	-22%
COC(c1ccc(Cl)cc1)(c1ccc(Cl)cc1)C(Oc1nccc(C)n1)C(=O)O (stereo unspecified)	4%	-15%	-9%
COc1ccc(N2CCN(C(CNS(=O)(=O)c3ccc4c(c3)OCCO4)c3ccco3)CC2)cc1 (stereo unspecified)	-6%	13µM*	9%
CCOP(=O)(OCC)/C(=N/OC(=O)c1cccc([N+](=O)[O-])c1)C(N)=O	0%	-6%	-6%
Cc1c(C(=O)Nc2ccc(Cl)cc2)c2ccccn2c1C(=O)c1ccc(F)cc1	-12%	-15%	1%
CC(Cl)C(=O)Nc1cc(C(F)(F)F)ccc1N1CCOCC1 (stereo unspecified)	0%	4%	4%
COc1ccc(CC(C(=O)Nc2ccc(OC)cc2)c2nn[nH]n2)cc1 (stereo unspecified)	27%	0%	6%
O=c1[nH]c(SCc2cccc(Cl)c2)nc2[nH]ncc12	-4%	?	-5%
COc1cc([N+](=O)[O-])ccc1NC(=O)Nc1cccnc1	10%	-1%	-11%
CC(C)(C)c1ccc(CN(Cc2ccco2)Cc2nnnn2C2CCCC2)cc1	-9%	21µM*	-12%
Cc1ccc(NC(=O)ON=C2CCCC2)cc1	3%	?	2%
Cc1oc(-c2ccc3c(c2)OCCO3)cc1C(=O)NC(Cc1ccccc1)C(=O)O (stereo unspecified)	2%	-13%	1%
NC1=NC(=O)S/C1=C\c1ccc(O)cc1	-18%	-8%	-20%
NC(=O)C(c1ccc(Cl)cc1)c1ccc(Sc2ccc(Cl)cc2)nn1 (stereo unspecified)	-20%	?	-10%
Cc1ccc(S(=O)(=O)Oc2ccccc2/C=N/NC(N)=S)cc1	3%	4.1µM*	5%
Cn1c(=O)n(C)c2cc([N+](=O)[O-])c(N3CCN(S(=O)(=O)c4ccc(C(C)(C)C)cc4)CC3)cc21	-9%	21µM*	-2%
Cc1c(N2C(=O)CS/C2=N\N=C\c2ccc(Br)cc2)c(=O)n(-c2ccccc2)n1C	-8%	0%	-14%
CCn1ccnc1CN(C)C(=O)c1ccc2nc(Cc3ccc(OC)cc3)oc2c1	-6%	-18%	-6%

Gathered by group: the compounds so far with an NH in an aromatic ring.
SMILES	FEN1 inh	TDP1 cell CPT	N370S GC
COc1ccc(CC(C(=O)Nc2ccc(OC)cc2)c2nn[nH]n2)cc1 (stereo unspecified)	27%	0%	6%
O=c1[nH]c(SCc2cccc(Cl)c2)nc2[nH]ncc12	-4%	?	-5%

(continued)
SMILES	FEN1 inh	TDP1 cell CPT	N370S GC
CCOc1ccc(NC(=O)CSc2nc(C)c3c(c2C#N)CCCC3)cc1	-1%	-4%	7%
CC(C)OCCCNc1ncc2c(n1)CC(c1ccccc1)CC2=O (stereo unspecified)	-3%	-22%	9%
CCN(CC)C(=O)Cn1c(=O)n(CC(=O)N2CCCCC2)c(=O)c2sccc21	-3%	-2%	7%
Cc1ccc(-n2nc3ccc(NC(=S)NC(=O)/C=C/c4ccco4)cc3n2)cc1	-4%	-12%	-6%
Cc1onc(-c2ccccc2)c1C(=O)NC(=S)Nc1sc2c(c1C#N)CCC(C)C2 (stereo unspecified)	1%	?	0%
O=c1[nH]c2ccccc2n1CCCN1CCCCC1	20%	-4%	2%
Cc1cccc(Oc2ccc3c(c2)cc(C(=O)O)n3C)c1	14%	-5%	-6%
O=C(CSc1ncnc2ccccc12)Nc1cccc(S(=O)(=O)N2CCCC2)c1	-24%	?	-3%
CC(Oc1ccc(Cl)cc1Cl)c1nc(-c2ccc(NC(=O)c3ccco3)cc2)no1 (stereo unspecified)	-10%	23µM*	13%
O=C(/C=C/c1ccc(Cl)cc1)N1CCC(c2nc3ccccc3o2)CC1	4%	?	nt
COc1cc(OC)cc(-c2cc(N)n(S(=O)(=O)Cc3ccccc3)n2)c1	-21%	?	-5%
CCCn1c(C(O)c2ccc3c(c2)OCO3)nc2ccccc21 (stereo unspecified)	-12%	?	-16%[2.35 µM]
O=C(/C=C/c1cccc(F)c1)N1CCc2ccccc21	4%	-13%	8%
COc1ccc(NC(=O)c2c(C)oc3ccc(O)c(CN4CCCCCC4)c23)cc1	5%	21µM*	nt
CCN(CC)S(=O)(=O)c1cc(C(=O)O)c(Cl)cc1Cl	-3%	0%	15%
O=C(Nc1ccc(C(=O)OCc2cc(=O)n3ccsc3n2)cc1)c1cccc(F)c1	-1%	-20%	nt
COc1ccc(NC(=O)C2CCN(S(=O)(=O)c3c(C)noc3/C=C/N(C)C)CC2)cc1	-14%	-3%	-8%
CCS(=O)(=O)N1CCc2cc(C(=O)Nc3cccc(NC(C)=O)c3)ccc21	-17%	?	nt
Cc1ccc(O)c(-c2n[nH]c3c2C(c2ccccc2F)N(Cc2ccco2)C3=O)c1 (stereo unspecified)	-10%	?	nt
COc1ccc(-n2c(=O)c3ccccc3n(CC(=O)Nc3ccccc3OC)c2=O)cc1	17%&0%	10%&-1%	12%
COc1ccc(F)c(C2C(C#N)=C(N)Oc3n[nH]c(C(C)(C)C)c32)c1 (stereo unspecified)	15%	-15%	2%
CCSc1nc2sc3c(c2c(=O)n1-c1ccccc1)CCN(C(C)C)C3	-10%	10µM*	-3%
COC(=O)N/N=C1\CCCc2c(C)cc(C)cc21	0%	10%	-2%
CN1C(=O)C(=C2CCCCCC2)SC1=S	4%	-20%	-11%
Cc1[nH]c(=O)[nH]c(=O)c1/C=N/NC(=O)[C@H](CC(C)C)NC(=O)OC(C)(C)C	5%	0%	-7%

6 consecutive compounds out of the list so far, for reference:
SMILES	FEN1 inh	TDP1 cell CPT	N370S GC
CC(C)OCCCNc1ncc2c(n1)CC(c1ccccc1)CC2=O (stereo unspecified)	-3%	-22%	9%
CCN(CC)C(=O)Cn1c(=O)n(CC(=O)N2CCCCC2)c(=O)c2sccc21	-3%	-2%	7%
Cc1ccc(-n2nc3ccc(NC(=S)NC(=O)/C=C/c4ccco4)cc3n2)cc1	-4%	-12%	-6%
Cc1onc(-c2ccccc2)c1C(=O)NC(=S)Nc1sc2c(c1C#N)CCC(C)C2 (stereo unspecified)	1%	?	0%
O=c1[nH]c2ccccc2n1CCCN1CCCCC1	20%	-4%	2%
Cc1cccc(Oc2ccc3c(c2)cc(C(=O)O)n3C)c1	14%	-5%	-6%

Next structures.
SMILES	FEN1 inh	TDP1 cell CPT	N370S GC
COc1ccc(C2CC(c3cccs3)=NN2C(=O)CSc2nncn2C)cc1OC (stereo unspecified)	-3%	5%	-14%
CC1(C)Oc2ccc3ccc(=O)oc3c2CC1O (stereo unspecified)	2%	4%&-27%	-17%&-4%
Cc1ccc(C)c(NC(=O)Cn2cc(S(=O)(=O)NC(C)C)c(S(=O)(=O)NC(C)C)c2)c1	7%	0%	nt
COc1cccc(/C=C/C(=O)OCC(=O)c2ccccc2)c1OC	-8%	9%	nt
COc1ccc(NC(c2nnc(-c3ccccc3)o2)c2ccccc2F)cc1Cl (stereo unspecified)	11%	-30%	nt
CCCCC[C@@H]1C=C(C(=O)O)[C@H](c2ccc(CC)cc2)N1S(=O)(=O)c1ccc(C)cc1	-13%	-26%	nt
O=C(CSC1=NC(=O)C(c2ccccc2)C(=O)N1)Nc1ccccc1Cl (stereo unspecified)	-2%	-4%	17%
CCn1c(CS(=O)Cc2ccc(Cl)cc2Cl)nnc1SCc1c(Cl)cccc1Cl (stereo unspecified)	-13%	?	1%
Cc1nn(-c2ccccn2)c2c1C(=O)CC(C)(C)C2Br (stereo unspecified)	-1%	16µM*	9%
CCN(CC(=O)Nc1ccc(NC(C)=O)cc1)C(=O)c1cccnc1Sc1ccc(C)c(C)c1	-1%	-29%	-17%
COc1ccccc1NC(=O)CSc1ncc2c(n1)-c1ccccc1N(Cc1ccccc1C)S2(=O)=O	-11%	?	nt
CN(CC(=O)N1CCc2ccccc21)S(=O)(=O)c1cccc2cccnc12	1%	-19%	9%
Cc1c(Br)c([N+](=O)[O-])nn1C(C)C(=O)NCC1CCCO1 (stereo unspecified)	16%	1%	21%
COc1ccc(C(CNC(=O)Cc2ccc(Cl)cc2)N2CCOCC2)cc1 (stereo unspecified)	21%	-23%	nt
Cc1c(NS(=O)(=O)c2cc(C(=O)O)ccc2Cl)c(=O)n(-c2ccccc2)n1C	16%	-16%	3%
COc1ccc2oc(C(=O)N3CCCc4ccccc43)c(C)c2c1	16%	?	-4%
CCOc1ccccc1NC(=O)COC(=O)C(CC(C)C)N1C(=O)C2CC=CCC2C1=O (stereo unspecified)	-23%	-27%	13%
CC(C)Cc1csc(NC(=O)c2ccc(Cl)cc2)c1C(=O)O	-2%	-13%	-3%
O=C(Nc1nc2cc3c(cc2s1)OCCO3)C1=COCCO1	2%	23µM*	-3%
COc1ccccc1C1CCN(Cc2cccc3ccccc23)CC1	1%	?	-15%
CC(=O)N1CCOc2ccc(S(=O)(=O)N3CCC(C)CC3)cc21	21%	-10%	0%
CCN(CC(=O)Nc1ccccc1C(F)(F)F)C(=O)c1oc2c(Cl)cccc2c1C	2%	-9%	-4%
O=C(Nc1ccccc1Cl)c1cc2ccccc2o/c1=N\O	-7%	?	-9%
Cc1ccc(Cn2c([N+](=O)[O-])cnc2C)cc1	-6%	4%	-17%
O=[N+]([O-])c1ccc(O)c2cccnc12	-9%	-4%	-9%

Entries of single compounds as entered above. Values in the order: FEN1 inh | TDP1 cell CPT | N370S GC
`CCN(CC(=O)Nc1ccccc1C(F)(F)F)C(=O)c1oc2c(Cl)cccc2c1C` across the screens: 2% | -9% | -4%
`CCN(CC(=O)Nc1ccc(NC(C)=O)cc1)C(=O)c1cccnc1Sc1ccc(C)c(C)c1` across the screens: -1% | -29% | -17%
`COc1ccc(C(CNC(=O)Cc2ccc(Cl)cc2)N2CCOCC2)cc1` (stereo unspecified) across the screens: 21% | -23% | nt

Reformatted: entries from further up
smiles,FEN1 inh,TDP1 cell CPT,N370S GC
CC(=O)N1CCOc2ccc(S(=O)(=O)N3CCC(C)CC3)cc21,21%,-10%,0%
COc1cccc(/C=C/C(=O)OCC(=O)c2ccccc2)c1OC,-8%,9%,nt
Cc1c(NS(=O)(=O)c2cc(C(=O)O)ccc2Cl)c(=O)n(-c2ccccc2)n1C,16%,-16%,3%

(next part)
SMILES	FEN1 inh	TDP1 cell CPT	N370S GC
O=C1N(Cc2cccc(Cl)c2)C[C@@H]2C[C@@H](c3cccn3-c3nccs3)N3CCC[C@@]123	-15%	?	-1%
O=C(Nc1ccc(S(=O)(=O)N2CCc3ccccc32)cc1)c1ccco1	-7%	?	5%
COc1ccc(N/C=C2/CCCCC2=O)cc1	-15%	-9%	-15%
C#CCOCCOCCOCCNc1nc(N2CCOCC2)nc(N2CCN(C(=O)Cn3cc(CCCN=C(N)N)nn3)CC2)n1	-1%	-4%	-13%
CC1CCCN(CC(O)CN2CCN(CC(O)CN3CCCC(C)C3)C(C)C2)C1 (stereo unspecified)	-6%	4%	nt
CCOc1ccccc1N(C)C(=O)c1cc2c(s1)-c1ccccc1OC2	-21%	?	nt
CCOC(=O)CCNC(=O)N1CCCC(C(=O)c2ccc3c(c2)OCO3)C1 (stereo unspecified)	-10%	3%	0%
O=C(NCc1ccccc1F)C1CC(=O)N(c2ccc3c(c2)OCCO3)C1 (stereo unspecified)	7%	3%	1%
COc1ccc(CNn2cnnc2)c(O)c1	-13%	2%	2%
C=CCn1nc(-c2ccccc2)cc1C(=O)OCC	-18%	-8%	nt
Cc1cccn2c(=O)c(/C=C(\C#N)C(=O)NCc3ccco3)c(N3CCOCC3)nc12	12%	?	3%
O=C(N/N=C/c1c[nH]c2ccccc12)C1CC1(c1ccccc1)c1ccccc1 (stereo unspecified)	-5%	?	16%
O=C(O)CCCCCNS(=O)(=O)c1cccc2nsnc12	6%	2%	6%
Cc1nc(Cl)sc1C(=O)Nc1ccccc1Cl	4%	5%	-4%
O=C(Nc1ccccc1-c1ccccc1)c1ccc(=O)[nH]n1	6%	-27%	-5%
COCc1nc2ccccc2n1Cc1cccc(C)c1	11%&-10%	?	5%

A portion of the library; count on the stated rates, not on these rows.
